Source: PubChem
GLP1R cytotox – cytotoxicity in counter-screen for GLP-1R inverse agonists. 0.13% of 410,000 active. HEK293 cAMP-luciferase reporter cells, luminescence, 24 h. Potency, µM (highest dose often 38.3 µM), for inactives: at the highest dose activity change, negative = inhibition, actives largely listed as inhibitors;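 note: loss of luciferase light is scored as toxicity; potency is the fitted concentration of half-maximal effect; % is set by controls: 0 for no effect and ±100 for the full control effect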
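Step one: seed cells (200 cells/uL, DMEM with 10% Nu serum, 1% pen-strep). Step two: 12-hour incubation at 37 deg C. Step three: pin 23 nL compound, incubate 24 hr. Step four: add luciferase reagent, read luminescence 12 min later.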
IL1B secr inh – blocks inflammasome-driven IL-1 beta release; activity change, % at 57.5 µM; 4.7% of 360,000 active; THP-1 LPS/ATP IL-1B secretion, AlphaLISA, 16 h; active compounds read low; AID 743279; in the data active = activity change below about -50%; inconclusive = mostly about -30% to -49%; note: % is set by controls: 0 for no effect and ±100 for the full control effect
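Secreted IL-1B measured by AlphaLISA bead assay after 16 h compound exposure of THP-1 cells; compounds (final up to 57.5 uM) added 1 h before LPS (250 ng/mL) and ATP (1.25 mM) stimulation; lower signal means less secretion.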
MCF10A rereplic – induces DNA re-replication in MCF 10a normal breast cells; MCF 10A DNA re-replication, Hoechst nuclear intensity, 48 h; Potency, µM (titrated, usually from 46.1 µM), inactives show at the highest dose activity, positive = re-replication, most hits filed as activators; 2.9% of 350,000 active; note: potency is the fitted concentration of half-maximal effect; % of control where 0% means no effect; nearly all actives have a fitted effect of over 50% in size
HT1080-NT tox – kills 2HG-producing HT-1080-NT fibrosarcoma cells | HT-1080-NT fibrosarcoma viability, CellTiter-Glo ATP luminescence, 48 h | Potency, µM (top dose mostly 46.1 µM), for inactives: top-dose activity, negative = less viability, usual class: cytotoxic | 1.6% of 360,000 active | AID 686970;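 note: NT is the 2HG producing partner of a matched IDH1 knockdown line; potency is the fitted concentration of half-maximal effect; 0% = DMSO-treated cells and -100% = media-only wells without cells; nearly all actives have a fitted effect of over 55% in size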
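Viability by CellTiter-Glo luminescence after 48 h compound exposure at 37C of HT-1080-NT cells (750/well, RPMI, 5% FBS). % activity scaled between DMSO wells and medium-only wells, then curve-fitted and categorized by curve class.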
KB-3-1 tox – KB-3-1 parental cell cytotoxicity. KB-3-1 viability, CellTiter-Glo ATP luminescence, 72 h. Potency, µM (doses to about 46.1 µM), inactives show at the top dose activity change, negative = cytotoxic, most hits filed as cytotoxic. 1.4% of 400,000 active; note: potency is the fitted concentration of half-maximal effect; % is set by controls: 0 for no effect and ±100 for the full control effect; nearly all actives have a fitted effect of over 60% in size
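Here the drug-naive KB-3-1 line serves as comparator for MDR sub-line selectivity; cells received compound titrations, 72 h at 37 °C, then CellTiter-Glo readout.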
SW480 rerep – inducers of DNA re-replication in SW480 colon cancer cells. 1.8% of 340,000 active. SW480 DNA re-replication, Hoechst DNA content imaging, 48 h. AID 624297. Potency, µM (titrated, usually from 46.1 µM), without a hit: at the highest dose re-replication activation, hits mostly activators; note: potency is the fitted concentration of half-maximal effect; % of control where 0% means no effect; nearly all actives have a fitted effect of over 55% in size
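SW480 cells exposed to compounds for 48 hr at 37 C, 5% CO2, then Hoechst-stained 40 min. Nuclear DNA content imaged by fluorescence scanning (405 nm excitation, 500-530 nm emission); re-replication scored as increased high-intensity nuclei.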
KB-V1 cytotox – KB-V1 MDR subline cytotoxicity; KB-V1 MDR cells viability, CellTiter-Glo, 72 h; Potency, µM (top dose mostly 46.1 µM), without a hit: top-dose activity change, negative = cytotoxicity, most hits filed as cytotoxic; 3.4% of 400,000 active; note: potency is the fitted concentration of half-maximal effect; % is set by controls: 0 for no effect and ±100 for the full control effect; nearly all actives have a fitted effect of over 60% in size
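Potencies derive from concentration-effect curves fitted to normalized luminescence (CellTiter-Glo) of KB-V1 cells treated for 72 h at 37 degrees C in phenol-red-free DMEM containing 10% FBS.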
DRD3 agonist – agonists of human D3 dopamine receptor; P35462; D3R DiscoveRx beta-arrestin cells, luminescence, 90 min; max activation, %; 0.58% of 410,000 active; AID 652048; in the data active = max activation above about 30%; note: 0% is about no effect; mostly tested at two doses, the higher about 12 µM
Target sequence (P35462 whole entry, looked up): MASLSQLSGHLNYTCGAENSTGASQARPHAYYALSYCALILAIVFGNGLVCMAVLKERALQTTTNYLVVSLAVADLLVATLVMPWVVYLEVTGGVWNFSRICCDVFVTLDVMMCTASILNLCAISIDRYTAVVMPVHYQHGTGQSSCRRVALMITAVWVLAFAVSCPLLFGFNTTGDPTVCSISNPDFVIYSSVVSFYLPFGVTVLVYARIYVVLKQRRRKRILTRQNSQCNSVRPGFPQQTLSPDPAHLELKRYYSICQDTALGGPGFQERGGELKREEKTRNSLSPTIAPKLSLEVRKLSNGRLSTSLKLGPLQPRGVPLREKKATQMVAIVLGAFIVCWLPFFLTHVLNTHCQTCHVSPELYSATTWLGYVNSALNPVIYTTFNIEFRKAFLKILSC
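Cells at 1500/well, incubated overnight, then treated with pinned compounds (dopamine as control) for 90 min at 37 degrees C. DiscoveRx reagent added for 30 - 60 minutes at room temperature; luminescence read.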
HT1080 IDH1KD tx – HT-1080 IDH1 knockdown cell toxicity (counter line). Potency, µM (doses to about 46.1 µM), for inactives: at the top dose activity, negative = toxicity, hits mostly cytotoxic. 2% of 360,000 active. HT-1080 IDH1 knockdown viability, ATP luminescence, 48 h;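 note: potency is the fitted concentration of half-maximal effect; 0% = DMSO wells and -100% = cell-free medium wells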
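Assay cells: HT-1080 with IDH1 knockdown, 750 per well, RPMI/5% FBS. Exposure: 48 h at 37 °C following 2 h pre-incubation. Read: CellTiter-Glo luminescence; fitted concentration-response, curve class assigned.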
Active calls of the source: *; ? = inconclusive; · = no result given; [ ] = remark or other dose. Unless noted, calls come from the whole dose curve; as a rule, active = well fitted curve in the direction sought with a large enough effect; inconclusive = small, poorly fitted or top-dose-only effect, or another doubt; inactive = no such curve, though single readings can be large; an effect the other way counts as inactive or inconclusive.

SMILES	GLP1R cytotox	IL1B secr inh	MCF10A rereplic	HT1080-NT tox	KB-3-1 tox	SW480 rerep	KB-V1 cytotox	DRD3 agonist	HT1080 IDH1KD tx
CCCOc1ccc(C(=O)Nc2ccc(N(C)C)cc2)cc1	-32%	-10	7%	-8%	6%	1%	?	-1	?
COc1ccc(CCNC(=O)c2ccc3c(SCC(=O)O)c4c(nc3c2)CCCC4)cc1OC	8%	-2	?	3%	-1%	-31%[inhibitor]	-11%	-27	-3%
Cn1cnnc1SCC(=O)N1CCC(Cc2ccccc2)CC1	4%	-1	0%	-5%	5%	-2%	14%	-6	-6%
O=C(O)CC(Cc1ccc(Cl)cc1)C(=O)NCc1ccccc1 (configuration not stated)	-5%	36	3%	9%	0%	1%	5%	4	16%
Cc1cc(C(=O)N/N=C/c2ccc(O)c([N+](=O)[O-])c2)c(C)n1-c1ccc(F)cc1	?	?	15%	4%	-25%	1%	?	-9	-1%
CC(=O)N1SC(N)=NC1c1ccccc1 (configuration not stated)	-6%	6	-2%	14%	6%	-7%	11%	2	16%
C=C1CCN([C@@H](CC(C)C)C(=O)NCCCc2ccccc2)S(=O)(=O)c2ccccc21	-38%	0	16%	-24%	0%	26%	0%	-8	-14%
O=C(CN1C(=O)CSc2ccc(S(=O)(=O)N3CCOCC3)cc21)NCc1ccc(Cl)cc1	0%	-16	13%	4%	3%	-7%	13%	0	-2%
Cc1ccc(Nc2ncnc3c2cnn3C)cc1	4%	2	-2%	16%	-1%	2%	0%	1	3%
O=C(COCc1nc2ccccc2c(=O)[nH]1)NC1CCCC1	11%	27	0%	1%	-3%	-14%	-14%	3	-21%
CCOc1ccc(S(=O)(=O)Nc2cccc(C(=O)NCC(C)(C)N3CCOCC3)c2)cc1	-5%	39	0%	7%	-3%	-57%[inhibitor]	14%	-7	-1%
COc1ccc(C2Nc3ccccc3C(=O)N2Cc2ccccc2)cc1COc1ccccn1 (configuration not stated)	-1%	-4	15%	7%	?	1%	3%	7	-18%
CCN(CC)S(=O)(=O)c1ccc2c(c1)N(CC(=O)Nc1c(C)cc(C)cc1C)C(=O)C1CCCN21 (configuration not stated)	4%	·	·	·	13%	·	4%	0	·
COc1ccccc1OCC(=O)N1CCCC(Nc2ccc(F)c(F)c2)C1 (configuration not stated)	8%	-1	2%	4%	-6%	1%	?	2	1%
S=c1[nH]cnc2scc(-c3ccccc3)c12	?	13	?	-1%	-25%	?	?	-5	5%
Cc1cc(C)n(Cc2cc(C(=O)O)c3ccccc3n2)n1	-5%	9	-18%	9%	5%	-3%	13%	9	12%
CCOC(=O)c1ccc(N=C2S/C(=C\c3cc(C)n(-c4cccnc4)c3C)C(=O)N2C)cc1	5%	6	?	0%	-2%	-8%	15%	2	0%
Cc1ccc(C(=O)/C=C/c2ccccc2)o1	0%	?	?	-2%	?	5%	?	-6	-8%
CN(C(=S)Nc1ccc(SC(F)F)cc1)C(c1ccccc1)c1ccccc1	-20%	?	?	?	0%	1%	-20%	1	?
ClCC1NCC(c2ccccc2Cl)c2c1[nH]c1ccccc21 (configuration not stated)	-9%	-7	3.7µM*	-18%	?	-9%	-18%	-13	-20%
O=C(CSc1ccsc1[N+](=O)[O-])NCc1ccccc1	-13%	?	-3%	4%	5.8µM*	-5%	?	-16	-7%
COc1ccc(Cl)cc1NC(=O)CN1CCCC1	-2%[7.66 µM]	-1	-3%	-19%	-7%	-1%	-8%	-17	-19%
COC(=O)c1cc(OC)c(OC)cc1NC(=O)C1CCC(=O)N1S(=O)(=O)c1ccc(C)cc1 (configuration not stated)	-4%	11	11%	-1%	0%	?	-14%	-3	1%
CN(C)c1cccc(N=C2C=C(N3CCOCC3)CC(C)(C)C2)c1	-15%	0	-1%	4%	15%	2%	?	-1	6%
Cn1c(=O)cc(SCC(=O)NCc2ccc(F)cc2)c2ccc(Cl)cc21	-4%	·	·	·	0%	·	8%	-1	·

(cont.)
SMILES	GLP1R cytotox	IL1B secr inh	MCF10A rereplic	HT1080-NT tox	KB-3-1 tox	SW480 rerep	KB-V1 cytotox	DRD3 agonist	HT1080 IDH1KD tx
COC(=O)c1nnn(-c2nonc2N)c1CSc1nnc(C)s1	-5%	12	1%	9%	13%	2%	0%	6	18%
COCCCn1c(C)nnc1SCC(=O)Nc1cccc(C)c1	-6%	25	8%	-8%	-10%	-62%[inhibitor]	-9%	0	-5%
CC(C)C(=O)N1CCN(c2ccc(NC(=O)c3ccc([N+](=O)[O-])o3)cc2)CC1	?	-104*	2.6µM*	12µM*	?	2%	?	-7	7.3µM*
CCn1nc(NC(=O)CC(C)C)c2cc3cccc(C)c3nc21	35%[activator]	1	9.2µM*	2%	-4%	21µM*	6%	4	9%
COCCN(CCOC)C(=O)c1ccc(NS(=O)(=O)c2ccc3c(c2)OCCO3)cc1	-6%	8	0%	7%	12%	0%	0%	4	4%
COc1ccc(C(=O)NCCC2=CCCCC2)cc1[N+](=O)[O-]	4%	-8	2%	6%	5%	-2%	?	-11	1%
FC(F)(F)c1ccc(N2CCOCC2)c(NC2=NCCCCC2)c1	-6%	-16	-4%	10%	3%	1%	14%	5	15%
CCCCn1c(N)c(N(CC(C)C)C(=O)CN2C(=O)NC3(CC(C)CC(C)(C)C3)C2=O)c(=O)[nH]c1=O (configuration not stated)	3%	-10	-3%	-3%	?	2%	0%	-8	1%
O=C(Nc1nc(-c2ccccc2)ns1)c1cccs1	2%	-12	-6%	?	-12%	-3%	-5%	-11	4%
COc1cccc(NC(=O)CSc2nnc(Cc3ccc(OC)c(OC)c3)o2)c1	0%	14	-2%	-15%	6%	2%	6%	2	-28%
COC(=O)C1CCN(C(=O)/C=C/c2ccccc2)CC1	5%	0	-3%	2%	19%	?	?	8	-2%
Cc1ccc(NC(=S)NC(=O)/C=C/c2ccco2)c(O)c1	-20%	-9	-6%	4%	3%	?	-11%	30	-16%
CCC(C)(C)NC(=O)C(c1ccc(OC)cc1)N(Cc1ccco1)C(=O)CCC(=O)Nc1cc(C)on1 (configuration not stated)	1%	-1	?	-3%	-12%	0%	-12%	-7	-11%
CC(C)(C)c1ccc(C(=O)N/C(=C\c2ccco2)C(=O)O)cc1	2%	0	12%	3%	16%	1%	10%	-14	1%
COc1ccccc1NC(=O)N1CC(=O)Nc2sc3c(c2C1c1ccccc1)CCCC3 (configuration not stated)	4%	·	·	·	3%	·	10%	3	·
CN(Cc1ccc2c(c1)OCO2)C(=O)c1cc(-c2ccccc2)c(N2CCOCC2)s1	-3%	-23	26%	1%	-22%	13%	-2%	0	-3%
Cc1nc2ccc(S(=O)(=O)NCC(=O)N3CCC(C)CC3)cc2s1	12%	-9	-2%	-3%	-7%	3%	0%	-5	0%
COn1c(-c2ccc(Cl)cc2)nc2ccc(Cl)cc21	0%	-8	24%	-1%	-2%	-5%	?	3	-3%
COc1ccc2nc(NC(=O)CSc3ccccc3)sc2c1	-1%	-10	0%	10%	-14%	5%	0%	-3	-1%
Fc1cnc(N2CCc3ccccc32)nc1N1CCc2ccccc21	-10%	-14	0%	-12%	?	0%	-18%	0	-3%
CCN(CC)CCCNC(=O)Cc1ccc(NC(=O)N2CCCCc3ccccc32)cc1	1%	·	·	·	11%	·	6%	-3	·
COc1cc(/C=C/C(=O)O)cc(S(=O)(=O)N(C)CCO)c1OC	-14%	9	-2%	5%	21%	-5%	0%	4	7%
Cc1c(CCC(=O)NCc2cccc(Cl)c2)c(=O)oc2c(C)c(O)ccc12	4%	·	·	·	-7%	·	18%	2	·
CCC(C)(C)NC(=O)C(c1ccncc1)N(Cc1ccc(C)cc1)C(=O)c1csnn1 (configuration not stated)	-5%	27	3%	3%	-3%	0%	-7%	0	-4%
Cc1ccc(NC(=O)C2CCN(S(=O)(=O)c3ccc4c(c3)OCCCO4)CC2)nc1	22%	-15	10%	?	16µM*	-6%	?	-6	-14%

The listing continues.
SMILES	GLP1R cytotox	IL1B secr inh	MCF10A rereplic	HT1080-NT tox	KB-3-1 tox	SW480 rerep	KB-V1 cytotox	DRD3 agonist	HT1080 IDH1KD tx
CCC(C(=O)NCc1ccco1)n1nc(-c2ccc(OC)cc2)ccc1=O (configuration not stated)	-9%	28	1%	2%	-3%	2%	-29%	-1	-2%
CCN(C(=O)Cn1nnc2sc3c(c2c1=O)CCC(C(C)(C)C)C3)c1cccc(C)c1 (configuration not stated)	7%	·	·	·	2%	·	0%	6	·
COc1ccc(C(=O)Nc2sc(C)c(-c3ccccc3)c2C#N)cc1OC	-18%	-19	?	-14%	6%	-10%	?	4	?
COc1cccc(OCc2cc(C(=O)N3CCN(C)C(c4ccccc4)C3)no2)c1 (configuration not stated)	-3%	20	-3%	-3%	-8%	0%	-11%	0	-2%
CCOc1ccc(C(=O)CC(Sc2ccc(C)cc2)C(=O)O)cc1 (configuration not stated)	-1%[7.66 µM]	?	?	-20%	2%	?	-23%	-5	?
CC(C)C[C@@H](CN1CCCC1CN1C(=S)NC[C@@H]1Cc1ccccc1)N1C[C@H](Cc2ccc(O)cc2)N(CCc2ccccc2)C1=S (some centres not stated)	-13%	9	·	?	?	·	?	-6	-1%
O=C1c2ccccc2NC(c2ccc(-c3cccc(F)c3)o2)N1O (configuration not stated)	·	·	?	·	?	?	-18%	·	·
COc1ccc(-c2nc(SCCOc3cc(C)ccc3C(C)C)n3[nH]c(=O)cc3n2)cc1	9%	·	·	·	-7%	·	-21%	-9	·

Gathered by group, the compounds so far containing a tert-butyl group
SMILES	GLP1R cytotox	IL1B secr inh	MCF10A rereplic	HT1080-NT tox	KB-3-1 tox	SW480 rerep	KB-V1 cytotox	DRD3 agonist	HT1080 IDH1KD tx
CC(C)(C)c1ccc(C(=O)N/C(=C\c2ccco2)C(=O)O)cc1	2%	0	12%	3%	16%	1%	10%	-14	1%
CCN(C(=O)Cn1nnc2sc3c(c2c1=O)CCC(C(C)(C)C)C3)c1cccc(C)c1 (configuration not stated)	7%	·	·	·	2%	·	0%	6	·
